Runt-CBFb FRET: inhibitors of human RUNX1 Runt domain binding to CBFb; Q01196+Q13951; Cerulean-Runt/Venus-CBFb FRET ratio 530/480, 1 h; inhibition, % at 20 µM; 220,000 compounds, 0.46% hits;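 active means inhibition over about 50% at 20 µM in the single-dose screen, limit read from the data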;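 further: 0% = DMSO wells and 100% = excess unlabeled CBFb competitor control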
Target sequence (Q01196 whole entry, looked up, the tested form may be a part): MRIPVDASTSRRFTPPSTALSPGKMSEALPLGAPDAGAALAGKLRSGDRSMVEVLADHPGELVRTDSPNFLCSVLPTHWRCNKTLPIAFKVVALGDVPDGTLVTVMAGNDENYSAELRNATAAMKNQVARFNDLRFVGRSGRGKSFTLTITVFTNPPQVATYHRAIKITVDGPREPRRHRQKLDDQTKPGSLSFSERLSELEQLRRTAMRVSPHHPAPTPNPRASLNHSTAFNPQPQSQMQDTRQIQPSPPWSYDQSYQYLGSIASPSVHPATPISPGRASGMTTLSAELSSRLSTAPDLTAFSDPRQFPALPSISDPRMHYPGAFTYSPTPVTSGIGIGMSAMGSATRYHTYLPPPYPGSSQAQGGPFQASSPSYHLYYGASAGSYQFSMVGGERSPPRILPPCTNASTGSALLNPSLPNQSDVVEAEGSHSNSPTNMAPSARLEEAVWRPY
Target sequence (Q13951 whole entry, looked up, the tested form may be a part): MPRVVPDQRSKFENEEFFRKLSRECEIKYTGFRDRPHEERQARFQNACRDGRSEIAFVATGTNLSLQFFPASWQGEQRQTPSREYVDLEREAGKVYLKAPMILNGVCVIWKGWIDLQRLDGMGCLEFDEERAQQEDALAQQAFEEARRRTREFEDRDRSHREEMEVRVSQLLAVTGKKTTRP
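Assay system: Cerulean-tagged RUNX1 Runt domain (FRET donor) fusion protein / Amount: 100 nM each of Venus-CBFb and Cerulean-Runt domain / Medium: Tris buffer pH 7.5 with salts and BSA / Also added: Venus-CBFb 100 nM / Schedule: 1 h complex formation plus 1 h compound treatment, room temperature / Signal: FRET fluorescence / Read-out: loss of energy transfer signal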
Runt-SMMHC FRET: blocks binding of human RUNX1 Runt domain to CBFb-SMMHC | inhibition, % at 20 µM | Q01196+Q13951 | 220,000 compounds, 0.74% hits | Cerulean-Runt/Venus-CBFb-SMMHC FRET ratio 530/480, 1 h;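 active means mean inhibition across duplicate retests at 20 µM reaching about 50%, limit read from the data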;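 further: 0% = DMSO wells and 100% = wells with excess untagged CBFb-SMMHC; inhibitors lower the FRET ratio by blocking Runt binding to CBFb-SMMHC; some results filed as inactive read as strong as hits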
m-calpain inh: calpain II (pig) inhibition. purified calpain II, fluorogenic peptide substrate, 30 min. inhibition, % at 16 µM. 220,000 compounds, 0.37% hits. AID 1236;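 active means inhibition above about 50%, limit read from the data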
p97 ATPase inh: blocks human p97 ATPase activity. P55072. recombinant p97 ATPase, Kinase-Glo ATP luminescence, 3 h. inhibition, % at 8 µM. 220,000 compounds, 0.42% hits. AID 1481; in the data active means inhibition above about 15%;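 further: 0% = DMSO vehicle and 100% = wells lacking enzyme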
Furin inh: human furin inhibition. P09958. purified furin, fluorogenic substrate cleavage. inhibition, % at 30 µM. 220,000 compounds, 0.061% hits; in the data active means inhibition above about 25%; further: inactives centre near -15
TbHK1 inh: blocks Trypanosoma brucei hexokinase 1 activity; recombinant TbHK1, G6PDH-coupled NADH A340; inhibition, % at 10 µM; 220,000 compounds, 0.11% hits;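 active means inhibition of 50% or more in the single-dose primary screen; inactive means inhibition below 50%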
EBV gp42 inh: inhibitors of Epstein-Barr virus glycoprotein 42; Q1HVG2; Fluorescence polarization binding assay, mP read-out; AID 1085; inhibition, % (tested at 21.74 µM); 220,000 compounds, 0.42% hits; in the data active means inhibition above about 50%
RBBP9 inhibitor: human RBBP9 hydrolase inhibition; inhibition, % at 7.94 µM; recombinant RBBP9, FP-Rh probe fluorescence polarization; 220,000 compounds, 0.2% hits;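 active means inhibition above the campaign mean of all tested compounds plus 3 SD, cut at about 14% in these data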;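 further: plate controls were DMSO wells with RBBP9 for no effect and wells lacking RBBP9 protein for full effect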
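Test system – recombinant human RBBP9 · Input – RBBP9 2.5 µM in dispensing solution, pre-mixing · Medium – Tris buffer pH 8.0, NaCl, Pluronic · Schedule – preincubation 30 min plus labeling 45 min at 25 °C · Measured by – fluorescence polarization · Measure – % inhibition · Controls – DMSO and no-protein wells · Replicates – one well per compound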
p47phox inh: blocks human p47phox regulatory protein of NADPH oxidases; P14598; p47phox/p22phox peptide binding, fluorescence polarization, 2 h; inhibition, % at 24.7 µM; 220,000 compounds, 0.53% hits;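 active means inhibition above about 30%, limit read from the data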;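 further: 0% = p47phox with labelled peptide and 100% = labelled peptide alone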
Target sequence (P14598 whole entry, looked up): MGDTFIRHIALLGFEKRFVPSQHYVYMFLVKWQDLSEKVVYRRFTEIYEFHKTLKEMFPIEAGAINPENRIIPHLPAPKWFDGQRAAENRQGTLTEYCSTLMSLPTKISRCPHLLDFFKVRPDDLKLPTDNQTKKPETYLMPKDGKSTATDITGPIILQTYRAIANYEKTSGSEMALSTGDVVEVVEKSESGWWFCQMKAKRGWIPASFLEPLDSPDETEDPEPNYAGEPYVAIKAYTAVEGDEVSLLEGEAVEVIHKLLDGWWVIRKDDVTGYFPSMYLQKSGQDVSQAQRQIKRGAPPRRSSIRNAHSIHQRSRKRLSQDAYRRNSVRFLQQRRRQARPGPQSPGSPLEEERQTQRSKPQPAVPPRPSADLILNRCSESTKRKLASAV
Starred values were filed as active, the others as inactive; . = no result given; & = joins results of further samples; [ ] = remark or other dose.

SMILES	Runt-CBFb FRET	Runt-SMMHC FRET	m-calpain inh	p97 ATPase inh	Furin inh	TbHK1 inh	EBV gp42 inh	RBBP9 inhibitor	p47phox inh
CCN(CC)P1(=O)OC(c2cc(OC)c(OC)c(OC)c2)=Nc2c1c(C)nn2-c1ccccc1 (centres undefined)	-2	3	-19	3	-13	-33	-19	0	-38
O=C(CSCc1ccccc1Br)N/N=C/c1ccc(OCC(=O)N2CCCCC2)cc1	-2	-1	2	0	-15	-5	8	-5	-10
C=CCNC(=S)NNC(=O)CCC(O)COCCC(C)C (centres undefined)	0	-4	0	0	-20	0	-6	-1	5
O=C1OC(/C=C/c2ccccc2)=NC/1=C/c1ccco1	4	-22	-9	2	-13	-26	-4	-2	-7
Cc1ccc(NC(=O)CCNC(=O)c2ccc(Cl)cc2)cc1F	-3	10	-6	0	-24	-1	-13	-10	-8
N#CC1=C(S)N(c2ccccc2)C(c2ccc(-c3ccccc3Cl)o2)NC1=O (centres undefined)	16	8	-3	5	-17	-10	-11	-5	-21
COc1ccc(C(=O)NCC(=O)N/N=C(\C)c2ccco2)cc1OC	0	-1	-21	7	-16	-10	-9	1	-6
CC1CCC(C(C)C)C(OC(=O)Cn2c(-c3ccccc3)[n+](C)c3ccccc32)C1 (centres undefined)	-8&0	-2&0	12&-6	-4&-1	-17&-23	14&20	-1&-6	-3&-3	-5&-3
COc1ccc(-c2cc(C3CC3)nc(SCC(=O)c3cccs3)c2C#N)cc1	-8	-18	14	-4	0	-1	-15	-8	-15
NC(=O)c1ccccc1NC(=O)c1ccccc1F	0	-1	-5	-4	-23	-6	-2	-6	1
O=C(O)CSc1ccccn1	-2	-1	-15	4	-22	-1	6	-5	-8
COc1ccc(Cl)cc1N(CC(=O)N/N=C/c1ccc(OC(C)C)cc1)S(=O)(=O)c1ccc(C)c([N+](=O)[O-])c1	0	-2	-23	10	-14	13	-17	-11	-7
Nc1nonc1-c1noc(CCCCCN2C(=O)c3ccccc3C2=O)n1	0	-4	51*	1	-6[20 µM]	0	9	-2	-4
COc1ccc(OC)c2sc(N3CCN(c4ccccc4)CC3)nc12	.	.	.	0	-29	-8	.	3	.
CN=C(Nc1ccc(Cl)cc1)c1ccc(C(F)(F)F)cc1	0	-2	3	-8	-17[20 µM]	3	-12	-11	-12
CC(C)NS(=O)(=O)c1ccc(NC(=O)CCc2ccccc2)cc1	-1	-1	10	-1	-12[20 µM]	20	-14	-6	0
O=C(Cc1ccc([N+](=O)[O-])cc1)NCc1ccccc1Cl	9	0	-9	4	-20	-5	4	7	-7
CC1(C)CC2(CCO1)OC(=O)CC2C(=O)Nc1cccc2ccccc12 (centres undefined)	0	-9	-5	2	-21[20 µM]	-5	5	-4	-2
FC(F)(F)c1ccc(N2CCN(Cc3ccc4c(c3)OCO4)CC2)nc1	-1	4	1	-4	-20	-14	1	-7	5
O=c1cc(-c2cccc(Br)c2)nc(-c2ccccc2F)o1	-1	7	-19	5	-20	4	-13	-1	-8
Nn1c(SCC(=O)N2CCOCC2)nnc1-c1ccco1	1	-1	-18	7	-17[20 µM]	3	-8	-6	-3
CSc1nc(NCC(C)C)c2c3c(sc2n1)CN(C)CC3	5	60	-278	1	-39	-5	22	4	-2
C/C(=N\NC(=O)C1CC1)c1ccc(Cl)c(Cl)c1	1	-1	5	2	-3[20 µM]	-3	-14	-11	-2
O=C(O)CSc1nc(-c2cccs2)cc(C(F)(F)F)n1	-1	-1	40	-1	8	-20	-3	-5	0
CC1(C)COCN1S(=O)(=O)c1ccc(C(=O)Nc2nnc(-c3ccc(Cl)s3)o2)cc1	-6	-2	-60	3	-7	-1	-8	3	-16
COc1ccc(CCN=Cc2ccccc2O)cc1OC	-1	-6	-12	0	-12	3	8	-7	0
COc1ccc(C2C(C#N)=C(N)Oc3cc(N)ccc32)cc1OC (centres undefined)	78*	102*	-47	7	-26	-1	-28	-5	-25
O=C(CCc1ccccc1)Nc1ccc(NC(=O)c2ccco2)nc1	0	-1	8	4	-21	3	-20	-8	22
COc1ccc(S(=O)(=O)Cc2ccc(C(=O)N3CCOCC3)o2)cc1	14	2	11	-4	-14	3	-4	-5	-4
O=C(c1ccco1)N1CCN(CCCCN2C(=O)c3ccccc3C2=O)CC1	-2	-10	35	3	-27	-8	-8	-4	1
O=C(CS(=O)c1ccc(C(F)(F)F)cc1[N+](=O)[O-])Oc1ccc(Cl)cc1 (centres undefined)	5	1	-35	5	-6[20 µM]	-4	-8	-2	-1
CN(Cc1cccs1)c1nc(-c2cccnc2)nc2ccccc12	-4	1	8	1	-17	-4	-16	0	-9
CN(CC(=O)NCc1ccccn1)S(=O)(=O)c1ccc(Br)cc1	2	0	-9	2	-7	-6	0	-4	7
Cc1ccc(S(=O)(=O)NNC(=O)c2snnc2C)cc1	1	-3	18	6	-19[20 µM]	-7	-1	2	0
CCOC(=O)N1CCc2c(sc(NC(=O)c3ccc(S(=O)(=O)N4CCCC4)cc3)c2C#N)C1	-12	-19	-131	1	-11	-9	-17	-3	-84
Nc1nc(-c2cccnc2)nc2sc3c(c12)CCCC3	-1	0	-206	1	-19	-9	-1	-1	10
CCOC(=O)c1c(NC(=O)C(C)Sc2cn(C)c3ccccc23)sc2c1CCC2 (centres undefined)	-2	1	13	3	3	-2	2	-3	-15
O=C(Cn1c(-c2ccccc2Cl)nc2ccccc21)Nc1cccc(Cl)c1	1	-1	-22	-2	-15	-5	13	-10	-13
Cc1cccc(NC(=O)CSc2nnc(-c3ccncc3)n2C)c1	0	1	-10	-5	-23	3	-23	-7	-11
COc1ccccc1N/C(=N/S(=O)(=O)c1ccc(C)cc1)c1ccccc1	-2	-3	-9	3	-28	-6	-9	-10	-11

Reprinted from the part before: 4 compounds, followed by the next part.
SMILES	Runt-CBFb FRET	Runt-SMMHC FRET	m-calpain inh	p97 ATPase inh	Furin inh	TbHK1 inh	EBV gp42 inh	RBBP9 inhibitor	p47phox inh
CCOC(=O)c1c(NC(=O)C(C)Sc2cn(C)c3ccccc23)sc2c1CCC2 (centres undefined)	-2	1	13	3	3	-2	2	-3	-15
O=C(Cn1c(-c2ccccc2Cl)nc2ccccc21)Nc1cccc(Cl)c1	1	-1	-22	-2	-15	-5	13	-10	-13
Cc1cccc(NC(=O)CSc2nnc(-c3ccncc3)n2C)c1	0	1	-10	-5	-23	3	-23	-7	-11
COc1ccccc1N/C(=N/S(=O)(=O)c1ccc(C)cc1)c1ccccc1	-2	-3	-9	3	-28	-6	-9	-10	-11
OCCC1CN(Cc2cnc(N3CCCC3)s2)CCN1C1CCCC1 (centres undefined)	1	0	-19	1	-24	-12	-5	-3	1
O=C(NCCO)c1ccc2c3n(nc2c1)-c1ccccc1CO3	1	-4	-49	.	-19	-19	-68	.	6
Cc1ccc(-n2c(Cc3ccccc3)n[nH]c2=S)cc1	6	12	23	-4	-14[20 µM]	-4	-14	-8	-18
COc1ccc(C2C3=C(CC(C)(C)CC3=O)Nc3c2c(=O)[nH]c(=O)n3Cc2ccccc2)cc1OC (centres undefined)	56*	79*	-36	-4	-21[20 µM]	-7	-13	-15	-21
COc1ccc(/C=C/C(=O)c2ccccc2O)cc1CN1CCOCC1	-2	-12	11	-9	-5[20 µM]	-9	12	-13	-3
CCC(Oc1ccccc1)C(=O)N(Cc1ccccc1)c1ccccn1 (centres undefined)	-1	4	1	2	-24	0	1	1	-7
CC(=O)OCCNc1cc(SCc2ccco2)c2nonc2c1[N+](=O)[O-]	29	19	5	7	-4	-15	14	-4	1
Cc1cc(-c2csc(N)n2)c(C)n1CCc1ccccc1	8	-12	-274	5	-18	8	-13	-4	-9
O=c1cc(O)c2ccccc2n1Cc1ccccc1F	5	-1	24	1	-26	-1	-12	-8	-4
Cc1ccc2nc(NC(=O)c3cc(-c4ccco4)nc4ccccc34)sc2c1	27	6	-377	4	-8	-21	-16	-8	5
CC(/C=N/n1c(COc2ccccc2)n[nH]c1=S)=C\c1ccco1	15	8	21	5	-26	3	-4	-5	-7
CC(C)OC(=O)CC12CN(C)CC(CC(=O)OC(C)C)(CN(C)C1)C2=O	.	1	-2	-4	-5[20 µM]	-3	-4	-2	-2
COc1cc2ccccc2cc1C(=O)NC(=S)Nc1nnn(C)n1	4	2	-9	2	-6	-1	-19	5	-12
CCn1c(Sc2ccc([N+](=O)[O-])cn2)nnc1-c1ccco1	2	-1	12	-1	-20	-4	-7	-5	-10
CCCCNC(=O)CCc1nc2cccnc2n1Cc1ccc(OC)cc1	2	3	-12	1	-13[20 µM]	4	-19	-1	-15
O=C(CN(c1ccc(F)cc1)S(=O)(=O)c1ccc2c(c1)OCCO2)Nc1cccnc1	0	-6	22	-1	-14[20 µM]	0	5	-5	-3
Cc1ccc(NC(=O)c2ccc(OC(F)(F)F)cc2)cc1S(=O)(=O)N(C)C	-4	0	29	1	-16	0	7	-9	-2
O=C(Cc1cccs1)Nc1nc(-c2ccc(F)cc2F)cs1	0	-5	44	4	-16[20 µM]	9	-6	0	-29
CCOC(=O)Cn1nnnc1CN(CCc1ccccc1)Cc1cc2cc(CC)ccc2[nH]c1=O	-10	-2	-3	1	-14[20 µM]	-15	-16	1	-12
CS(=O)(=O)N1CCCC(C(=O)NCCCN2CCOCC2)C1 (centres undefined)	-1	-2	16	6	-15	0	-5	-5	2
Clc1cccc(Oc2cnns2)c1Cl	0	-2	-7	-6	-10[20 µM]	5	-14	-10	-5
Cn1cccc1C1Nc2ccccc2NC2=C1C(=O)CC(C)(C)C2 (centres undefined)	-40	54	7	6	-12[20 µM]	-43	1	6	3
CC(=O)c1ccc(OC(C)C)c(CSC(=N)N)c1	0	-4	-19	5	-20	1	-6	4	-5
COc1ccc(NC(=O)CSc2nnc(-c3ccccn3)n2N)c(OC)c1	3	0	-33	-1	-4	5	2	-14	-3
COc1ccc(OC)c(NC(=O)CN(c2ccc(C(C)C)cc2)S(=O)(=O)c2c(C)noc2C)c1	-1	1	-17	1	-1	-9	-2	-8	-7
COc1ccc(C(=O)N2CCN(c3cnn(-c4ccccc4)c(=O)c3Cl)CC2)cc1	2	2	9	4	-21	-9	-4	5	-5
Cc1ccc(Cl)cc1NC(=O)COC(=O)c1ccccc1O	0	-2	-43	3	-19	-18	-9	-7	-20
O=C1CC(N2CCN(c3cccc(C(F)(F)F)c3)CC2)C(=O)N1c1ccccc1 (centres undefined)	-2	4	-65	-3	-21[20 µM]	0	-3	0	-15
COc1ccc(-c2c([C@H]3[C@H]4C=CC[C@@H](C)[C@@H]4C(=O)N3Cc3ccccc3)ccc3ccccc23)cc1OC	0	0	-73	.	-22	-15	-5	.	-9
Cc1ccc(S(=O)(=O)c2ccccc2)cc1S(=O)(=O)N1CCOCC1	0	0	21	1	-5[20 µM]	2	-1	-9	-8
CCc1nc2oc3ccccc3c(=O)c2c(=O)n1-c1ccc(C)cc1	-2	-3	-1	10	-6	0	15	-10	-49
CCCCN(CCCC)S(=O)(=O)c1ccc2oc(C(=O)N3CCOCC3)c(C)c2c1	-3	-6	-28	-9	-26	1	6	-6	-15
CCc1ccc(NC(=O)C[n+]2cc(-c3ccc(C)cc3)n3c2CCC3)cc1	0	-3	-18	2	-13	-7	-2	-8	-5
Cc1ccc(C)c(OCCCNC2CCCC2)c1C	-2	0	7	0	-16	8	-9	5	4

This is a random part of the collection. Share with any hit: about 2.7%.
